SENP8 block = SENP8 (human) protease inhibition | Q96LD8 | recombinant SENP8, Nedd8 substrate fluorescence | inhibition, % at 20 µM | 0.64% of 360,000 active | AID 602440; in the data active = inhibition mostly above about 40%, no sharp cut-off; inactive = mostly below about 27%
Target sequence (Q96LD8 whole entry, looked up): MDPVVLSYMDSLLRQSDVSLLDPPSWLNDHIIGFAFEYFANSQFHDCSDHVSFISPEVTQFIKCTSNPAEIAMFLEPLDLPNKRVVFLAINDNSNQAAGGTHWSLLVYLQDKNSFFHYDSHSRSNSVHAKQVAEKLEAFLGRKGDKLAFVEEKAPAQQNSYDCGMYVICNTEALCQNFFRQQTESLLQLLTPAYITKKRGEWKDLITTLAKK
SENP1 FRET inh = inhibitors of human SENP1 SUMO protease catalytic domain. Q9P0U3. recombinant SENP1 catalytic domain, CyPet-SUMO1-YPet FRET cleavage. inhibition, % at 10 µM. 0.21% of 360,000 active;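 active = inhibition at least 30% at 10 µM, raw YFP signal under a set limit, fluorescence ratio 0.5 to 1.5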;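 also: 0% = enzyme with DMSO and 100% = no enzyme wells; some results filed as inactive read as strong as hits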
Target sequence (Q9P0U3 419-644 limits assumed): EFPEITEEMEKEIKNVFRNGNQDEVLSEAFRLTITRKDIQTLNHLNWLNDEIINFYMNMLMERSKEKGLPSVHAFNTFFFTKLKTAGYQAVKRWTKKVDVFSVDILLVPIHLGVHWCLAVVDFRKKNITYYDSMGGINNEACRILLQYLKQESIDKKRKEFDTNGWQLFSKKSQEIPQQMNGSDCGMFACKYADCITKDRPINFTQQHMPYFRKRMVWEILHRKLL
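Test system: human SENP1 catalytic domain; medium: Tris pH 8 buffer plus EDTA, NaCl, BME, BSA, NP40, catalase; incubation: 50 min reaction at room temperature; technique: FRET, CFP and YFP emission; controls: no-enzyme low control and enzyme-plus-DMSO high control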
* = called active by the depositor; i = inactive.

SMILES | SENP8 block | SENP1 FRET inh
CCC(C)(C)c1ccc(OCCCC[n+]2cccc(C)c2)c(C(C)(C)CC)c1 | 24 | 0
COC(=O)C1=CN(c2ccc(OC)cc2OC)C(N)=C(C#N)C1c1ccccc1F (configuration not stated) | -104 | -4
NC(=S)NN=Cc1nccc2c(C(F)(F)C(F)(F)C(F)(F)F)cccc12 | -105 | -3
COc1ccc(CCNc2cc(C)nc(N)n2)cc1OC | 11 | 1
CN(C(=O)c1ccc(NC(=O)Cc2cccc(NC(=O)C3CCCN(S(=O)(=O)c4cccc([N+](=O)[O-])c4)C3)c2)cc1)C1CC1 (configuration not stated) | 10 | 0
Cc1ccccc1Cn1nc(C)c(NC(=O)c2cc3nc(-c4ccco4)cc(C(F)(F)F)n3n2)c1C | -446 | -95
Cc1ccccc1-n1c(SC(C)C(=O)NCC2CCCO2)nnc1-c1ccncc1 (configuration not stated) | -3 | 1
COC(=O)C1(C(=O)OC)C/C=C\CN(S(=O)(=O)c2ccccc2[N+](=O)[O-])CC1 | 7 | 3
COc1ccc(NC(=O)c2ccc3c(c2)S(=O)(=O)N=C2CCCCCN23)cc1S(N)(=O)=O | 0 | 1
O=C1c2ccccc2CC1Sc1nnc(-c2ccccn2)o1 (configuration not stated) | 3 | 6
Cc1occc(=O)c1OC(=O)Nc1ccc(Cl)c(Cl)c1 | 11 | -4
CCOc1cc(/C=N/N=C(N)N)ccc1OCc1ccc(Cl)cc1 | 7 | 0
CN(C)C(=O)N1CCc2ccc([N+](=O)[O-])cc21 | 16 | 2
Cc1cc2nc(-c3ccccc3)c(Cc3cccc(Cl)c3)n2c(C)c1Br | -27 | 4
[O-]C(=C(C(=S)Nc1cccc2ccccc12)[n+]1ccccc1)c1ccc2c(c1)OCCO2 | -334 | -42
CC(C)C[C@H]1CN([C@@H](Cc2ccc(O)cc2)CN2CCC[C@H]2CN2C(=O)C(=O)NC[C@@H]2Cc2ccc(O)cc2)C(=O)C(=O)N1CCc1ccccc1 | 0 | -1
Cc1cc(NS(=O)(=O)c2ccc(NC(=O)c3ccoc3C)cc2)nc(C)n1 | 3 | 1
Cc1cccc(C)c1NC(=O)C(c1ccccc1)n1c(=O)c(-c2ccco2)nc2ccccc21 (configuration not stated) | -418 | -54
CCc1cccc(C)c1NC(=O)COC(=O)Cc1ccccc1 | 9 | 4
Cc1onc(-c2c(F)cccc2Cl)c1C(=O)Oc1ccccc1 | 10 | -1
CCNC(=O)C1(C)CCCN(Cc2csc3ccccc23)C1 (configuration not stated) | 16 | 2
O=C(O)C1c2ccccc2Cc2ccccc21 | -51 | 0
CN1CCCC(OC(=O)c2ccc3c(c2)OCCO3)C1 (configuration not stated) | 24 | -1
CN(N=Cc1cccc2cccnc12)c1ccc([N+](=O)[O-])cc1[N+](=O)[O-] | 41* | 31*

Part of the list above in another layout.
The line under a structure holds: SENP8 block	SENP1 FRET inh
- Cc1occc(=O)c1OC(=O)Nc1ccc(Cl)c(Cl)c1
  11	-4
- CCOc1cc(/C=N/N=C(N)N)ccc1OCc1ccc(Cl)cc1
  7	0
- CN(C)C(=O)N1CCc2ccc([N+](=O)[O-])cc21
  16	2
- Cc1cc2nc(-c3ccccc3)c(Cc3cccc(Cl)c3)n2c(C)c1Br
  -27	4
- [O-]C(=C(C(=S)Nc1cccc2ccccc12)[n+]1ccccc1)c1ccc2c(c1)OCCO2
  -334	-42
- CC(C)C[C@H]1CN([C@@H](Cc2ccc(O)cc2)CN2CCC[C@H]2CN2C(=O)C(=O)NC[C@@H]2Cc2ccc(O)cc2)C(=O)C(=O)N1CCc1ccccc1
  0	-1
- Cc1cc(NS(=O)(=O)c2ccc(NC(=O)c3ccoc3C)cc2)nc(C)n1
  3	1
- Cc1cccc(C)c1NC(=O)C(c1ccccc1)n1c(=O)c(-c2ccco2)nc2ccccc21 (configuration not stated)
  -418	-54
- CCc1cccc(C)c1NC(=O)COC(=O)Cc1ccccc1
  9	4
- Cc1onc(-c2c(F)cccc2Cl)c1C(=O)Oc1ccccc1
  10	-1
- CCNC(=O)C1(C)CCCN(Cc2csc3ccccc23)C1 (configuration not stated)
  16	2
- O=C(O)C1c2ccccc2Cc2ccccc21
  -51	0
- CN1CCCC(OC(=O)c2ccc3c(c2)OCCO3)C1 (configuration not stated)
  24	-1

Remaining list, next part.
SMILES | SENP8 block | SENP1 FRET inh
COC(=O)[C@]12CCCCC=C1N(Cc1ccc(Cl)cc1Cl)C(=O)[C@H](CC(=O)N1CCN(C(=O)c3ccco3)CC1)C2 | 9 | 2
CCCCN1CCCCC1(C)C(=O)NCc1ccc2c(c1)OCO2 (configuration not stated) | 8 | -12
CCCCc1c(-c2cccc(OC)c2)ncn1CCc1ccccc1OC | 5 | -1
COc1ccc(CC(N)c2csc(Nc3ccc(C(=O)c4ccccc4)cc3)n2)cc1 (configuration not stated) | -446 | -5
Cc1ccsc1C(=O)N1CCCCCC1(C)C(=O)NCC(C)C (configuration not stated) | 22 | 1
O=C(NCc1ccccn1)[C@@H]1CCCN1C(=O)[C@@H]1CCCN1C(=O)c1ccc(Cl)cc1 | -386 | 0
CCOC(=O)[C@]12CCC=C1N(Cc1ccc3c(c1)OCO3)C(=O)[C@H](CC(=O)NCc1ccccc1)C2 | -45 | 0
CCCn1c(SCC(=O)N(CC)c2c(N)n(Cc3ccccc3)c(=O)[nH]c2=O)nnc1-c1ccncc1 | 3 | -2
COc1ccc(-c2nn(-c3ccccc3)cc2/C=N/NC(N)=S)cc1OC | -46 | 1
O=C(NCc1cccc(Cl)c1)c1ccc(-n2ccnc2)c2ccoc12 | 27 | -2
COc1ccc(-c2csc(C(C)(O)c3ccccc3)n2)cc1OC (configuration not stated) | 3 | 4
CN(C(=O)c1cccc(NC(=O)Cc2cccc(NC(=O)C3CCN(S(=O)(=O)c4cccc([N+](=O)[O-])c4)CC3)c2)c1)C1CC1 | 7 | 1
COc1ccc(Cc2c(-c3ccccc3)nc3c4ccccc4ccn23)c(C)c1 | -193 | -5
CC(=O)c1cccc(-c2ccnc3c2CC(C(=O)NCc2ccc(N4CCN(C)CC4)cc2)O3)c1 (configuration not stated) | -15 | 1
CC(=NOC(=O)c1ccc(I)cc1)c1nccs1 | 6 | 6
Nc1ncnc2c1ncn2[C@@H]1O[C@H](C(=O)NCC2CCN(Cc3ccccc3)CC2)[C@@H](O)[C@H]1O | 11 | -1
CCOC(=O)C1=C(O)/C(=C/c2cc(OC)c(O)c(OC)c2)SC1=Nc1ccc(OC)cc1 | -80 | -20
Cc1ccccc1CN1C(=O)c2ccccc2C1c1nnnn1C(C)C (configuration not stated) | 13 | 2
O=C(Nc1ccc(Br)cc1F)c1nc[nH]c1C(=O)N1CCc2ccccc2C1 | 12 | 1
S=c1[nH]nc(CSCc2ccccc2Cl)n1C1CCCCC1 | 12 | 0
C[C@H](CO)NC(=O)c1nc[nH]c1C(=O)N[C@@H](C)c1ccccc1 | 3 | -1
Nc1nc2ccccc2n1S(=O)(=O)c1ccc(Cl)cc1 | 6 | 1
O=[N+]([O-])c1ccc(F)c(CN2CCN(c3ncc(Cc4ccccc4)cn3)CC2)c1 | 24 | 4
COc1cc(C(=O)NC2CCN(C)CC2)ccc1Nc1ncc2c(n1)N(C1CCCC1)CCC(=O)N2C(C)C | -491 | 0
Cc1cccc(NC(=O)CN2CCN(C(=O)CN3C(=O)NC4(CCCCC4C)C3=O)CC2)c1C (configuration not stated) | 2 | 1
C[C@H]1CN([C@@H](C)CO)S(=O)(=O)c2ccc(C3=CCCC3)cc2O[C@@H]1CN(C)C(=O)C1CCCCC1 | 4 | 1
Cn1c(=O)c2c(nc(OC3CCCC3)n2C)n(C)c1=O | 1 | -1
COC(=O)[C@@]12C[C@@H](CC(=O)NCc3cccc4ccccc34)C(=O)N(CCc3ccc(OC)c(OC)c3)C1=CCC(C)(C)C2 | 16 | 1
CC(=O)c1cccc(NC(=S)NC(=O)c2cccc(C)c2)c1 | 14 | 3
C[C@@H]1CCCCO[C@@H](CN(C)Cc2ccccc2)[C@@H](C)CN([C@H](C)CO)C(=O)c2cc(N(C)C)ccc2O1 | -121 | 2
CC1(C(=O)Nc2ccc3c(c2)OCCO3)CN(S(C)(=O)=O)CC(=O)N1Cc1cccc(C(F)(F)F)c1 (configuration not stated) | 12 | -2
COc1ccc(Cn2cc(CN3CC(N4CCN(C)CC4)CS3(=O)=O)nn2)cc1 (configuration not stated) | 11 | 0
O=C1NC(=O)C(=Cc2ccco2)S1 | -5 | 0
COCc1ccc(C(=O)N2CCCC(N(C)CCc3ccccc3)C2)s1 (configuration not stated) | 1 | 1
O=S(=O)(c1ccccc1)N1CCN(S(=O)(=O)c2ccccc2)c2ccccc21 | 14 | 2
CC1(C(=O)Nc2cccc(Oc3ccccc3)c2)Cc2c(-c3ccc4c(c3)OCO4)ccnc2O1 (configuration not stated) | -116 | 1
N#Cc1ccc(C(C(=O)NC2CCCCC2)n2c(=O)c(-c3ccco3)nc3ccccc32)cc1 (configuration not stated) | -417 | -33
O=C1NC[C@H](CCCCN2C[C@H](Cc3ccc(O)cc3)N(CC3CCCCC3)C(=O)C2=O)N(CCc2ccc(O)cc2)C1=O | 8 | 1
Cc1c(C(=O)NCc2cccc([N+](=O)[O-])c2)sc(=O)n1Cc1cccc(F)c1 | 6 | 0
CC1=C(C(=O)N(C(C)C)C(C)C)CC(CC(=O)NC2CCCCC2)C(=O)N1Cc1ccc(F)cc1 (configuration not stated) | 13 | 4
CNc1nc(-c2ccccc2)[n+](-c2ccc(C)cc2)s1 | 8 | -1
O=C(Nc1cc(C(F)(F)F)ccc1N1CCOCC1)c1cccc(S(=O)(=O)N2CCOCC2)c1 | 16 | 2
COC(=O)[C@@]12C[C@@H](CC(=O)NCc3cccc(C(F)(F)F)c3)C(=O)N(Cc3cccc4ccccc34)C1=CCC(C)(C)C2 | 31 | 1
C#CCOCCOCCOCCNc1nc(N2CCOCC2)nc(N2CCN(C(=O)[C@H](C)n3cc(CCC(=O)O)nn3)CC2)n1 | 13 | 1
CC[N+](CC)=N/N=C1\C=CC[N+]([O-])=C1 | 10 | 0
Cc1ccc(N2CC(C(=O)NC3CCCCCC3)CC2=O)cc1 (configuration not stated) | 4 | 1
CSCCC(NS(=O)(=O)c1cccc(C(F)(F)F)c1)C(=O)N1CCN(C(=O)c2ccco2)CC1 (configuration not stated) | 4 | 0
CCCCc1c(O)nc(SCC(=O)Nc2ccc(OC)cc2)n(-c2ccc(C)c(C)c2)c1=O | 9 | 2
CC(=O)c1c(O)cc(O)cc1O | 33 | 6
CC(=O)c1ccc(OCCCC(=O)OCC(=O)N2CCN(S(=O)(=O)c3ccc(C)cc3C)CC2)cc1 | 0 | -2
COCc1nnc(NS(=O)(=O)c2ccc(OC)cc2)s1 | -16 | -3
N#CCCN(C(=O)Nc1ccc(Cl)c(Cl)c1)C1CCCCC1 | 8 | 1
COc1ccc(-c2ccc(C(=O)Nc3ccc(Cl)cc3)c3occc23)c(C)c1 | -67 | 2
C[C@@H]1CN([C@@H](C)CO)C(=O)CCCn2nncc2CO[C@H]1CN(C)C(=O)c1ccc2ccn(C)c2c1 | 3 | 1
CC(C)C[C@H]1CNC(=S)N1CC1CCN(CCC23CC4CC(CC(C4)C2)C3)CC1 | 4 | 0
Cn1c2c(sc1=O)CCC2 | 3 | 3
COC1=Nc2ccccc2/C=C\c2ccccc21 | 3 | 0
O=C(NCc1cccnc1)c1cc(C2CCCN(S(=O)(=O)c3cccc4cccnc34)C2)on1 (configuration not stated) | 5 | 6
CCCNC(=O)C1(C)CCCN(Cc2ccc(C(=O)OCC)o2)C1 (configuration not stated) | 19 | 1
O=C(CSc1nc(O)cc(=O)n1-c1ccccc1)N1CCCCC1 | 7 | 3

Going on with the list:
SMILES | SENP8 block | SENP1 FRET inh
Cc1ccc2nc(NC(=O)CSCC(=O)OCC(=O)c3ccccc3)sc2c1 | -2 | -3
N#Cc1ccc(-c2nc3ccc(Cl)cn3c2Cc2cccc(F)c2)cc1 | -378 | 6
C[C@@H]1CN([C@H](C)CO)C(=O)CCCn2nncc2CO[C@H]1CN(C)S(=O)(=O)c1ccc2c(c1)OCCCO2 | 5 | -1
CN1CCN(c2ncnc3c2ncn3[C@H]2CN(Cc3ccccc3)C[C@@H](CO)O2)CC1 | 19 | 2
O=C(OCc1cn([C@@H]2CN(Cc3cccs3)[C@@H](c3ccc(Cl)cc3)C[C@H]2O)nn1)c1ccccc1 | 13 | 0
C[C@@H]1CN([C@H](C)CO)C(=O)CCCn2nncc2CO[C@H]1CN(C)C(=O)c1ccncc1 | 7 | 2
O=C1Cc2c([nH]c3ccc(Br)cc23)-c2ccccc2N1 | -82 | -9
Cc1cccc(C)c1-n1nnnc1C1(C)CCC(=O)N1C1CC1 (configuration not stated) | 23 | 3
COc1ccc2nc3ccccc3[n+]([O-])c2c1 | -491 | -35
COc1ccc(CN(C)C[C@@H]2OCc3cnnn3CCCC(=O)N([C@@H](C)CO)C[C@H]2C)cc1 | 8 | 1
CN(C)c1ccc(CNc2nc3ccccc3n2C)cc1 | 19 | 0
O=C(COC(=O)/C=C/c1ccc(Cl)cc1)NCc1cccs1 | 13 | 3
O=C(c1ccc(Cl)cc1)C1CCN(C(=O)c2ccccc2F)CC1 | 15 | 2
C=CCN1[C@H](COCc2ccccc2)C=CS1(=O)=O | 13 | 2
CCOc1ccc(C=NNC(=O)c2cccc3ccccc23)cc1OCC | i | -1
C#CCOc1ccc(CNC[C@H]2O[C@@H](n3ccc(N)nc3=O)[C@H](O)[C@@H]2O)cc1 | 12 | -2
CCOC(=O)[C@]12Cc3c(cc(OC)c(OC)c3OC)[C@H]1N(C1CCCCC1)C(=O)c1cc(OC)ccc12 | -17 | -1
CCOC(=O)C1(C)CCN1C(=O)c1cccc(C(F)(F)F)c1 (configuration not stated) | 19 | 2

Source: PubChem

This is a subset; count on the stated rates, not on these rows.
